Source: PubChem
All columns: NCI-60 one-dose screen, growth in % after 48 h at 10 µM unless noted; 100 = growth as untreated, 0 = no growth, -100 = all killed.
K-562: K-562 leukemia; actives 7.4% (n = 78,000); AID 1794777
RPMI-8226: RPMI-8226 leukemia cells; actives 7.5% (n = 77,000); AID 1794781
HOP-62: HOP-62 NSCLC | AID 1794735 | actives 3.9% (n = 80,000)
CCRF-CEM: CCRF-CEM leukemia; actives 7% (n = 77,000)
MOLT-4: MOLT-4 leukemia cells. actives 6.9% (n = 80,000)
SR: SR leukemia cells; actives 8.7% (n = 73,000); AID 1794780
MDA-MB-468: MDA-MB-468 breast cancer | AID 2202374 | actives 8.5% (n = 78,000)
MDA-MB-435: MDA-MB-435 melanoma; actives 7.8% (n = 82,000)
An asterisk follows results filed as active; . = not tested or not shown; [ ] = dose if it differs, or a comment. How the source made its calls: active means growth percent below 10; inactive means the rest.

SMILES	K-562	RPMI-8226	HOP-62	CCRF-CEM	MOLT-4	SR	MDA-MB-468	MDA-MB-435
COc1ccc2cc(C#Cc3ccc(-n4c(/C=C/c5cc(OC)c(OC)c(OC)c5)nc5ccccc5c4=O)c(C)c3)ccc2c1	40	35	119	67	52	22	59	77
CC(=O)OCC1O[C@@H](OC(C)=O)[C@@H](NC(=O)NS(=O)(=O)c2ccc([N+](=O)[O-])cc2)C(OC(C)=O)[C@@H]1OC(C)=O (some centres undefined)	97	110	.	99	116	97	103	106
O=C(Nc1nc2ccc(C(=O)N3CCN(C(=O)c4ccco4)CC3)cc2s1)c1ccc(NCCc2ccccc2)c([N+](=O)[O-])c1	105	101	98	99	99	98	95	93
CC(=O)OCCC(C)(C)C1CCCCC1	99	119	72	108	91	102	100	106
Cc1cc(C)nc(NS(=O)(=O)c2ccc(Nc3nc4nc(=S)[nH]c(-c5ccc(O)cc5O)c4c(=O)[nH]3)cc2)n1	93	92	86	98	100	80	.	95
c1ccc(COc2ccc(Nc3ncnc4c3cnn4-c3ccccc3)cc2)cc1	90	96	104	81	93	92	93	90
Nc1nc(-c2cccnc2)nn1-c1nc2ccccc2s1	103	104	91	101	96	95	107	104
CC1(C)C(C=C(Cl)Cl)C1C(=O)OCc1cccc(Oc2ccccc2)c1 (centres undefined)	72	59	110	74	94	122	99	88
COC(=O)c1ccc(C)cc1	102	102	107	101	103	.	105	101
C=C(CN1CCc2c([nH]c3ccccc23)C1)c1ccc(C(=O)Nc2ccon2)cc1	44	78	88	81	77	81	.	101
COc1cc2oc(-c3cccc(C(=O)Nc4ccc(C)cc4)c3)cc(=O)c2c(OC)c1OC	28	-7.1*	22	35	55	13	54	28
Cc1nc2ccccc2c(/C=C/c2ccc(Cl)cc2)c1C(=O)/C=C/c1ccccc1	6.2*	-12*	-37*	6.5*	5.4*	11	13	-53*
CCOC(=O)CC(=O)C1CC1	92	100	85	94	91	95	106	101
Cc1ccc2c(c1)O/C(=C\c1ccc([N+](=O)[O-])o1)C2=O	2.1*	-34*	70	-32*	-1.6*	11	23	-8.7*
CC(C)(C)CC(C)(C)SSc1n[nH]c(=S)s1	99	100	92	58	90	89	105	98
COc1ccc(-c2nc(-c3nonc3N)no2)cc1	88	97	110	91	85	83	101	102
O=C(CCCCCCNC(=O)C(O)(O)C(F)(F)F)Nc1nc2ccccc2s1	11	14	1.0*	23	16	17	-13*	4.9*
Nc1c(Cl)c(Cl)cc(Cl)c1Cl	97	104	110	103	107	100	111	113
COC(=O)CN(Cc1cn(Cc2ccccc2)nn1)C(=O)c1cccc2c(=O)c3ccccc3n(Cc3cn(Cc4ccccc4)nn3)c12	84	93	102	99	75	92	92	99
Cc1ccc(S(=O)(=O)c2c(NC(=O)c3ccc(Cl)cc3Cl)n[nH]c2Nc2ccccc2)cc1	79	64	106	82	66	.	103	98
C=CCC(C(=O)O)(c1ccccc1)c1ccccc1	107	117	90	120	.	100	104	103
COc1ccc2c(c1)N(CCO)C1=C(C(=O)OC1)C2c1cc(OC)c(OC)c(OC)c1 (centres undefined)	15	19	26	12	19	24	3.6*	-48*
C=C(Cl)[C@@](Cl)(CBr)CC[C@@H](Br)C(C)(C)Cl	8.4*	-59*	-93*	94	81	76	.	-24*
CCOC(=O)c1c(C=O)nc2ccccc2c1/C=C/c1ccc(OC)cc1	86	97	89	94	103	.	104	101
CN(C)CCC(c1ccc(Cl)cc1)c1ccccn1 (centres undefined)	87	95	110	103	91	78	109	105
O=C(CSc1nnc(CN2CCN(c3cc4c(cc3F)c(=O)c(C(=O)O)cn4C3CC3)CC2)o1)c1ccc(Cl)cc1	94	90	76	91	87	95	95	100
CC(=O)N1N=C(c2ccc(Nc3nc(NCCO)nc(NCCO)n3)cc2)CC1c1ccc(C(F)(F)F)cc1 (centres undefined)	125	89	71	103	93	105	95	99
CN1CCN(CCCNC(=O)c2ccc(Cl)s2)CC1	105	110	110	103	105	112	117	103
Cc1ccc(OCCSC(=S)N(C)C)cc1	105	106	103	104	101	.	99	97
N/C(=N\C(N)=N\c1nc2ccccc2s1)c1ccccc1	89	97	84	96	97	46	91	103
CN1CSC(=S)N(Cc2ccccc2)C1	50	31	108	59	65	.	7.6*	78
NC(N)=N/N=C/c1ccc(F)cc1	90	100	90	96	94	90	101	106
Nc1nccc2c1ccn2-c1ccc(NC(=O)Nc2cccc(C(F)(F)F)c2)cc1	81	67	94	94	83	92	73	97
N#CCCNC1CCCCC1	95	102	103	106	95	89	96	104
O=C(Nc1ccc(NS(=O)(=O)c2ccccc2)cc1)C12CC3CC(CC(C3)C1)C2	77	91	110	88	89	98	94	100
CCOC(=O)NN(C(=O)OCC)c1ccccc1C	125	106	108	107	114	118	126	109
CSCC[C@H](N)C(=O)O	83	97	106	93	109	105	98	100
COC(=O)c1ccc(C2SCC(=O)N2NC(=O)C(O)(c2ccccc2)c2ccccc2)cc1 (centres undefined)	102	107	100	107	100	103	.	107
COc1nc(N)c(CNCc2ccccc2)c(=O)n1C	96	87	87	91	95	118	88	96
COc1cc(/C=N/n2c(CN3CCOCC3)nc3ccccc3c2=O)cc(OC)c1OC	97	107	96	104	103	.	109	102
CCOC(=O)CCN(CCC(=O)OCC)c1ccccn1	112	107	100	110	111	96	93	102
Cc1ccc(C(=O)c2ccc(CC(=O)NN3C(=O)C=CC3=O)n2C)cc1	89	98	102	101	101	96	94	98
O=C(NCc1ccccc1)C1=COCCS1	95	99	84	97	101	99	111	105
CC1=CN2C(=NC(c3ccc(Cl)c(Cl)c3)=CC2c2ccc(Cl)cc2)S1 (centres undefined)	86	93	104	94	81	44	85	102
OC[C@H]1O[C@H](O[C@H]2[C@H](O)[C@@H](O)[C@H](O)O[C@@H]2CO)[C@H](O)[C@@H](O)[C@@H]1O	.	109	110	96	111	103	114	100
NS(=O)(=O)c1ccc(CCNC(=O)CSc2nccc(=O)[nH]2)cc1	106	111	106	104	117	109	112	108
CCCCCCCCCCCOC(=O)c1ccc(Cl)cc1	88	98	83	88	85	95	104	104
O=C(Nc1ccc(Cl)cc1)c1cc(-c2ccc(F)cc2)c2sc(=O)[nH]c2n1	11	11	6.6*	17	14	17	-8.3*	8.4*
CCn1cc(Cc2cc(C(=O)Nc3cc4cc(OC)c(OC)cc4c(C)n3)ccc2Cl)cn1	34	30	40	22	43	10	36	2.1*
CC(C)(C)c1cc(/C=N/NC(=O)c2ccccc2NC(=O)c2cccs2)c(O)c(C(C)(C)C)c1	13	33	21	4.6*	16	-27*	25	52
c1ccc(C[N+]2(Cc3ccccc3)CC[N+](Cc3ccccc3)(Cc3ccccc3)[C@H]3CCCC[C@@H]32)cc1	59	82	90	100	93	82	76	83
CCOC(=O)c1nnn(Cc2cc(=O)oc3ccc(OC)cc23)c1C	90	97	98	91	90	93	91	101
COc1cc(CNC(=O)C[C@@H](C)CCC=C(C)C)ccc1O	89	84	86	71	83	91	99	102
CN(C)c1ccc(CCN=C(N)N=C(N)N)cc1	.	89[50 µM]	90[50 µM]	90[50 µM]	100[50 µM]	.	40[50 µM]	89[50 µM]
S=c1cc[nH]c(=S)[nH]1	87	97	98	78	87	95	115	106
N#CCc1cnc2ccccc2n1	97	81	89	105	89	85	93	102
CON1CCC[C@]2(C)[C@H]3CC[C@@H]4[C@H]5[C@H]6OC[C@@]5(CCC6(C)C)CC[C@@]4(C)[C@]3(C)CC[C@H]2C1(C)C	100	102	99	100	103	21	98	93
O=C(c1ccccc1)C(NCCc1ccccc1)c1ccccc1 (centres undefined)	102	91	96	102	101	107	97	95
COc1ccc(-c2cc(/C=C3\C(=O)Nc4ccccc43)[nH]n2)cc1	92	94	102	94	96	91	66	97
COc1cc2c3c(n(C)c(=O)c2cc1OC)-c1cc2c(cc1C3=O)OCO2	41	48	45	30	18	18	.	72

Molecules listed so far containing a tert-butyl group, in the order listed:
SMILES	K-562	RPMI-8226	HOP-62	CCRF-CEM	MOLT-4	SR	MDA-MB-468	MDA-MB-435
CC(C)(C)CC(C)(C)SSc1n[nH]c(=S)s1	99	100	92	58	90	89	105	98
CC(C)(C)c1cc(/C=N/NC(=O)c2ccccc2NC(=O)c2cccs2)c(O)c(C(C)(C)C)c1	13	33	21	4.6*	16	-27*	25	52

Shown with bars between the fields: 19 of the compounds above
smiles | K-562 | RPMI-8226 | HOP-62 | CCRF-CEM | MOLT-4 | SR | MDA-MB-468 | MDA-MB-435
COc1nc(N)c(CNCc2ccccc2)c(=O)n1C | 96 | 87 | 87 | 91 | 95 | 118 | 88 | 96
COc1cc(/C=N/n2c(CN3CCOCC3)nc3ccccc3c2=O)cc(OC)c1OC | 97 | 107 | 96 | 104 | 103 | . | 109 | 102
CCOC(=O)CCN(CCC(=O)OCC)c1ccccn1 | 112 | 107 | 100 | 110 | 111 | 96 | 93 | 102
Cc1ccc(C(=O)c2ccc(CC(=O)NN3C(=O)C=CC3=O)n2C)cc1 | 89 | 98 | 102 | 101 | 101 | 96 | 94 | 98
O=C(NCc1ccccc1)C1=COCCS1 | 95 | 99 | 84 | 97 | 101 | 99 | 111 | 105
CC1=CN2C(=NC(c3ccc(Cl)c(Cl)c3)=CC2c2ccc(Cl)cc2)S1 (centres undefined) | 86 | 93 | 104 | 94 | 81 | 44 | 85 | 102
OC[C@H]1O[C@H](O[C@H]2[C@H](O)[C@@H](O)[C@H](O)O[C@@H]2CO)[C@H](O)[C@@H](O)[C@@H]1O | . | 109 | 110 | 96 | 111 | 103 | 114 | 100
NS(=O)(=O)c1ccc(CCNC(=O)CSc2nccc(=O)[nH]2)cc1 | 106 | 111 | 106 | 104 | 117 | 109 | 112 | 108
CCCCCCCCCCCOC(=O)c1ccc(Cl)cc1 | 88 | 98 | 83 | 88 | 85 | 95 | 104 | 104
O=C(Nc1ccc(Cl)cc1)c1cc(-c2ccc(F)cc2)c2sc(=O)[nH]c2n1 | 11 | 11 | 6.6* | 17 | 14 | 17 | -8.3* | 8.4*
CCn1cc(Cc2cc(C(=O)Nc3cc4cc(OC)c(OC)cc4c(C)n3)ccc2Cl)cn1 | 34 | 30 | 40 | 22 | 43 | 10 | 36 | 2.1*
CC(C)(C)c1cc(/C=N/NC(=O)c2ccccc2NC(=O)c2cccs2)c(O)c(C(C)(C)C)c1 | 13 | 33 | 21 | 4.6* | 16 | -27* | 25 | 52
c1ccc(C[N+]2(Cc3ccccc3)CC[N+](Cc3ccccc3)(Cc3ccccc3)[C@H]3CCCC[C@@H]32)cc1 | 59 | 82 | 90 | 100 | 93 | 82 | 76 | 83
CCOC(=O)c1nnn(Cc2cc(=O)oc3ccc(OC)cc23)c1C | 90 | 97 | 98 | 91 | 90 | 93 | 91 | 101
COc1cc(CNC(=O)C[C@@H](C)CCC=C(C)C)ccc1O | 89 | 84 | 86 | 71 | 83 | 91 | 99 | 102
CN(C)c1ccc(CCN=C(N)N=C(N)N)cc1 | . | 89[50 µM] | 90[50 µM] | 90[50 µM] | 100[50 µM] | . | 40[50 µM] | 89[50 µM]
S=c1cc[nH]c(=S)[nH]1 | 87 | 97 | 98 | 78 | 87 | 95 | 115 | 106
N#CCc1cnc2ccccc2n1 | 97 | 81 | 89 | 105 | 89 | 85 | 93 | 102
CON1CCC[C@]2(C)[C@H]3CC[C@@H]4[C@H]5[C@H]6OC[C@@]5(CCC6(C)C)CC[C@@]4(C)[C@]3(C)CC[C@H]2C1(C)C | 100 | 102 | 99 | 100 | 103 | 21 | 98 | 93

Following part:
SMILES	K-562	RPMI-8226	HOP-62	CCRF-CEM	MOLT-4	SR	MDA-MB-468	MDA-MB-435
Cc1ccc2cnc(N)c(C#Cc3cc(C(=O)Nc4ccc(CN5CCN(C)CC5)c(C(F)(F)F)c4)cnc3C)c2c1	-43*	-41*	-36*	-35*	-5.7*	-36*	16	-69*
c1ccc(-c2cn3c(ccc4ccccc43)n2)cc1	21	62	68	65	58	21	31	-35*
Cc1ccc2[nH]c(-c3ccc(S(C)(=O)=O)cc3)c(/C=N/NC(N)=O)c2c1	79	90	94	100	88	87	99	81
COc1ccc(-c2cc(-c3nc4ccc(OC)cc4[nH]3)[nH]n2)cc1	32	35	93	.	.	31	81	73
CCCN(CCC)C(=O)c1cccc(C)c1	94	101	84	99	95	102	105	102
N#CCC(=O)Nc1ccc(NC(=O)c2ccccc2-c2ccccc2C(=O)O)cc1	102	103	107	99	86	.	109	105
CCOc1ccc2nc(-c3cccc(OCC(=O)NC(C)C)c3)nc(Nc3ccc(-c4cn[nH]c4)cc3)c2c1	-17*	-18*	-36*	20	5.6*	0.2*	21	6.5*
Cn1cc(-c2nn3cc(-c4cccnc4)nc3s2)c2cc(F)ccc21	.	94	72	89	.	.	66	30
COc1ccc(-c2nnc(SCC(=O)Nc3ccc(C(=O)/C=C/c4ccc(Cl)cc4)cc3)o2)cc1	83	66	86	102	93	44	108	104
O=C(CSc1nccc(Nc2cccc3ccccc23)n1)c1ccc(Cl)cc1	84	80	82	83	88	91	99	101
O=C(NNc1ccc([N+](=O)[O-])cn1)OCCOCCOC(=O)NNc1ccc([N+](=O)[O-])cn1	78	92	99	62	88	79	141	101
CCOC(=O)c1c(O)cc(-c2ccc(OC)cc2)cc1-c1sc(N(C)Cc2ccccc2)nc1Cl	98	87	64	94	90	92	89	98
CC1=C/C(=N\N=C2/C=C(C)CC(C)(C)C2)CC(C)(C)C1	87	102	91	98	96	97	98	108
O=C1/C=C/[C@@H](O)[C@@H]2C[C@@H](O)C[C@H]2/C=C/CCC[C@H](CCc2ccc(C(F)(F)F)cc2)O1	12	-8.2*	-4.2*	-11*	-21*	1.2*	-20*	7.3*
NS(=O)(=O)c1ccc(Cn2c(=S)[nH]c3ccccc3c2=O)cc1	91	89	94	97	94	98	95	101
